Screens (PubChem BioAssay)
ATG4B inh = blocks human ATG4B protease cleavage of LC3 substrate | Q9Y4P1 | ATG4B cleavage of LC3-PLA2, NBD-HPC fluorescence, 1 h | inhibition, % at 8.33 µM | actives 0.51% (n = 340,000); in the data active = inhibition above about 40%
Target sequence (Q9Y4P1 whole entry, looked up): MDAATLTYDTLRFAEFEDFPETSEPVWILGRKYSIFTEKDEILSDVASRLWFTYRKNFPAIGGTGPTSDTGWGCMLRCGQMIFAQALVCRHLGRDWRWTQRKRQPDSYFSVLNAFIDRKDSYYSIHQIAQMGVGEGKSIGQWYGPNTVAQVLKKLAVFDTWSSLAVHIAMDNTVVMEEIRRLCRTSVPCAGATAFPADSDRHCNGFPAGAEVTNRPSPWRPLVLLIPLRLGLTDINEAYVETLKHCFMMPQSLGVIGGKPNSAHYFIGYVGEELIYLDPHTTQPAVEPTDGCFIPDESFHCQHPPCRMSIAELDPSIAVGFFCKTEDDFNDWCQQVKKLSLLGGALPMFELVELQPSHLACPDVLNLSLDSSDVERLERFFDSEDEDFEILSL
SENP6 block = inhibitors of human SENP6 protease. actives 1.8% (n = 330,000). Q9GZR1. inhibition, % at 10 µM. Recombinant SENP6 catalytic domain, aminoluciferin luminescence;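 active = inhibition above about 50% at the single tested dose, limit read from the data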;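 note: plate controls were DMSO wells with enzyme for no effect and DMSO wells lacking enzyme for full effect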
NR3A LBD binder = NR3A (human) ligand-binding domain modulation; NR3A LBD differential scanning fluorimetry, Tm shift; 0% = protein alone, 100% = glycine-bound protein; actives 2.5% (n = 340,000); Tm shift relative to glycine control, % at 25 µM; AID 1259313;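 active = melting temperature shift of at least 10% of the positive control shift, at one fixed dose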
SENP1 FRET inh = SENP1 (human) catalytic domain inhibition | recombinant SENP1 catalytic domain, CyPet-SUMO1-YPet FRET cleavage | inhibition, % at 10 µM | actives 0.21% (n = 360,000) | AID 624204;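 active = inhibition at least 30% at 10 µM, raw YFP signal under a set limit, fluorescence ratio 0.5 to 1.5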;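 note: 0% = enzyme with DMSO and 100% = no enzyme wells; some results filed as inactive read as strong as hits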
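Material: hSENP1 catalytic domain, recombinant; medium: Tris pH 8 with BME, BSA, NP40 and catalase; compound: single concentration of 10 µM compound, 0.5% DMSO final; technique: FRET read of cyan and yellow fluorescence; timing: 50 min enzyme reaction, room temperature, light-protected; reagent: SFCypet-SUMO1-SFYpet substrate at 25 nM; control set: no-enzyme low, enzyme-DMSO high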
PfGluPho inh = PfG6PD (Plasmodium falciparum) enzyme inhibition. AID 504690. inhibition, % at 20 µM. actives 0.78% (n = 350,000). PfGluPho enzyme, NADPH resazurin-diaphorase fluorescence;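 active = inhibition reaching at least a set limit at 20 µM in the primary screen, cut at about 59% in these data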;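 note: 0% = DMSO wells with substrate and 100% = DMSO wells lacking glucose-6-phosphate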
SENP8 block = SENP8 (human) protease inhibition; recombinant SENP8, Nedd8 substrate fluorescence; actives 0.64% (n = 360,000); inhibition, % at 20 µM; AID 602440; in the data active = inhibition mostly above about 40%, no sharp cut-off; inactive = mostly below about 27%
MPTP block = permeability transition pore inhibition. isolated mouse mitochondria, Ca2+ swelling absorbance, 30 min. actives 1.4% (n = 360,000). inhibition, % at 10 µM;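 active = inhibition of 50% or more, scaled per plate between neutral and stimulator controls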;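 note: 0% = DMSO wells given calcium and 100% = 1 mM EGTA wells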
hIAP activ = human IAP activation; activation factor at 10 µM; purified human IAP, CDP-Star luminescence, 30 min; hits give high values; 1 = vehicle-only enzyme, 0 = enzyme-free background; P09923; actives 0.16% (n = 330,000);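 active = activation factor of the enzyme at least 2-fold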; note: the source names both 10 and 20 µM as test concentration; values of inactives mirror those of a sister screen read the other way
Target sequence (P09923 whole entry, looked up): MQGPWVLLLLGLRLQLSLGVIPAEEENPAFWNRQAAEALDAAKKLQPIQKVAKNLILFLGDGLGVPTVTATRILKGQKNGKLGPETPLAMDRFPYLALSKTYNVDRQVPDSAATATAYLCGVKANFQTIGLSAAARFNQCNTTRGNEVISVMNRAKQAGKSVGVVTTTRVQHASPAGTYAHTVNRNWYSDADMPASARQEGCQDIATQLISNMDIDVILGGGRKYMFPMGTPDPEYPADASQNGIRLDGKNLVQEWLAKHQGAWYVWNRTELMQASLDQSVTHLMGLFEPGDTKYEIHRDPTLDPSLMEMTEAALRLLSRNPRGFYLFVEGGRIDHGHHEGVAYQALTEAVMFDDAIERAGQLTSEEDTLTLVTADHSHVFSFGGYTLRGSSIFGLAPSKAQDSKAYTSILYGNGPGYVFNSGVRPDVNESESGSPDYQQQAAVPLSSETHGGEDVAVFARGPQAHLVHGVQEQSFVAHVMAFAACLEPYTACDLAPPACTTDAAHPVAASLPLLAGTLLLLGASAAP
* hit, by the source's call; . = not tested or not shown.

Structure	ATG4B inh	SENP6 block	NR3A LBD binder	SENP1 FRET inh	PfGluPho inh	SENP8 block	MPTP block	hIAP activ
COc1cccc(C(=O)N2CCCc3ccccc32)c1OC	.	.	.	1	-1	22	1.0	.
C[C@H](CO)N1C[C@H](C)[C@@H](CN(C)Cc2ccc(Oc3ccccc3)cc2)Oc2ccc(NC(=O)Cn3cnnn3)cc2C1=O	-8	-11	-15	1	-5	-29	0.4	0.98
Cc1ccccc1CNC(=O)c1cc2ccccc2o1	11	.	-2	2	8	14	0.7	.
CCN1C(=O)/C(=C\N2CCCc3ccccc32)SC1=S	-1	10	1	-98	30	24	0.0	0.8
Cc1nnc(SCC(=O)NC(=O)NCCC(C)C)s1	10	-7	-2	3	5	-1	0.2	1
COc1ccc(C(=O)Nc2ccc(Cl)cc2C(=O)NCc2ccco2)cc1OC	-11	-13	-8	0	17	-222	1.3	0.93
Cc1ccccc1NC(=O)c1ccc(COc2ccc3c(C)cc(=O)oc3c2)cc1	-5	5	12*	-2	3	-131	5.3	0.87
O=C(NC1CCCCC1)C(c1ccco1)N(CCc1ccccc1)C(=O)C(F)(F)F (configuration not stated)	-2	-11	1	-1	-20	45*	1.3	0.89
Cc1ccccc1C(=O)N=c1ccn(-c2nc3ccccc3nc2NS(=O)(=O)c2ccc(F)cc2)cc1	-17	5	-6	4	0	6	0.2	0.97
Cc1cc(Br)ccc1NC(=O)CNC(=O)COc1ccccc1C	-9	-25	-1	1	-2	9	1.8	0.94

An excerpt from above in order of length of the SMILES, high to low:
Structure	ATG4B inh	SENP6 block	NR3A LBD binder	SENP1 FRET inh	PfGluPho inh	SENP8 block	MPTP block	hIAP activ
Cc1cc(Br)ccc1NC(=O)CNC(=O)COc1ccccc1C	-9	-25	-1	1	-2	9	1.8	0.94
CCN1C(=O)/C(=C\N2CCCc3ccccc32)SC1=S	-1	10	1	-98	30	24	0.0	0.8
COc1cccc(C(=O)N2CCCc3ccccc32)c1OC	.	.	.	1	-1	22	1.0	.

Additional entries follow.
Structure	ATG4B inh	SENP6 block	NR3A LBD binder	SENP1 FRET inh	PfGluPho inh	SENP8 block	MPTP block	hIAP activ
O=C(c1cccs1)N1CCCN(c2ncnc3scc(-c4ccccc4)c23)CC1	-4	-6	-2	2	17	32	-0.3	0.83
COc1cc(C(=O)NCCN=C2NS(=O)(=O)c3ccccc32)cc(OC)c1OC	0	6	-2	0	-16	12	-0.6	0.92
COc1ccc(/C=C/C(=O)c2sc(-c3ccccc3)nc2C)cc1	6	-9	-13	-93	6	-84	1.4	0.96
CCCCCn1cnc2sc(CC)cc2c1=O	2	-10	8	2	0	4	0.4	1.1
COc1ccc(CN(CCC(C)C)S(=O)(=O)c2ccccc2Br)cc1	0	.	4	2	2	6	-0.8	.
O=C(c1ccc2nsnc2c1)N1CCN(c2ccc([N+](=O)[O-])cc2)CC1	2	-6	-1	-2	5	29	0.6	1.1
Cc1nn(C)cc1/C=C/C(=O)c1ccccc1	-12	-17	0	3	3	9	0.4	0.95
CC1=NCCN1S(=O)(=O)c1ccc(Br)c(C)c1	-11	11	0	0	2	20	0.2	1.1
CCOc1ccccc1NC(=O)C(OC(=O)c1ccccc1)c1ccccc1 (configuration not stated)	-6	-15	-6	-1	10	9	0.1	0.85
O=C(Cc1ccccc1Cl)N1CCN(c2ncccn2)CC1	7	-24	12*	0	-2	-18	-0.7	1.2
O=C(/C=C/c1ccc(OC(F)F)cc1)OCC(=O)N1CCC(c2ccccc2)=N1	0	-7	3	2	22	7	0.5	0.92
Nc1c(N2CCCCC2)c(=O)[nH]c(=O)n1-c1ccccc1	1	-7	-3	-1	-8	4	1.6	0.92
COC(=O)c1[nH]c2ccccc2c1NC(=O)CN1CCC(C(N)=O)(N2CCCCC2)CC1	-5	15	0	0	-9	-347	-0.1	0.87
COc1cc(O)c2c(c1)COC2=O	-5	-9	7	2	-10	-22	0.0	1
CC1(C)CC(=O)C(C(C2=C(O)CC(C)(C)CC2=O)c2cccc(O)c2)C(=O)C1 (configuration not stated)	-7	0	2	-1	0	6	5.2	1
CCCCn1c2c(c3ccccc31)CCc1nonc1-2	5	4	-1	-16	6	-189	3.0	0.98
COc1ccc(/C=C/C(=O)Nc2ccccc2)cc1OC	-1	-20	-25	-2	-19	-1	5.7	0.89
O=C(NCc1ccc(F)cc1)C1CCN(S(=O)(=O)c2cccnc2)CC1	4	-3	-1	0	14	-7	0.6	1.1
CCc1ccc(NC(=O)c2cccc(C(=O)Nc3ccc(CC)cc3)n2)cc1	9	-12	-9	0	3	5	1.6	1.1
O=C(O)CSCc1nc2cccnc2n1C1CCCCC1	3	10	-3	-5	-1	16	-0.3	1
Cc1cccc(C2=N/C(=C\c3cccs3)C(=O)O2)c1	3	-11	2	-2	-24	24	-0.4	0.87
COC(=O)c1ccccc1C(=O)N1CC(O)CO1 (configuration not stated)	-4	11	0	0	-9	18	-0.7	1.1
O=C(N/N=C/c1ccccc1Cl)c1ccc(F)cc1	3	69*	0	0	0	8	-0.5	0.83
O=C(COC(=O)c1ccccc1NC(=O)c1ccco1)NC1CCCCC1	3	2	-4	3	15	-115	-5.5	0.99
COc1ccc(NC(=O)CSc2ccccn2)cc1OC	-3	-19	-2	-4	-5	20	25	1
Cc1cc2oc(=O)cc(CN3CCCCC3)c2cc1C	-5	-14	1	0	-4	-9	1.1	1
COCCSc1ccccc1C(=O)Nc1ccc([N+](=O)[O-])cc1OC	-1	4	5	2	12	13	-1.0	0.98
O=C(Nc1cccnc1)C1CC(c2ccccc2O)=NO1 (configuration not stated)	1	-24	-1	-1	-14	3	0.6	0.86
CCOC(=O)C1C(=O)C=C(C)C(C(=O)OCC)C1c1ccc(OC)cc1 (configuration not stated)	1	-6	3	3	8	21	-3.0	0.8
CN(Cc1c(F)cccc1Cl)C(=O)CNC(=O)c1cccs1	3	0	4	2	-4	0	-0.3	1
Cc1ccc([C@@H]2CC=C(C(=O)O)[C@H](c3ccccc3)N2S(=O)(=O)c2ccccc2C)cc1	-5	-2	1	3	-15	9	2.1	1
CCOc1ccc(N(CC(=O)NCC(C)C)S(C)(=O)=O)cc1	-3	-1	0	3	-2	20	-4.6	1.1
O=C(NN1C(=O)c2ccccc2C1=O)C1CC2CCC1C2 (configuration not stated)	5	-11	0	1	-5	10	-0.1	0.91
CCCCCCC(=O)N/N=C/Cc1ccccc1	0	-10	-1	2	-2	5	0.5	1
S=C(NCC1CCCO1)Nc1cc(Cl)c(Cl)cc1Cl (configuration not stated)	9	-27	-4	2	-7	6	2.3	1.2
Cc1ccc(C)n1-c1nnc(N2CCC(C(=O)NCCCN3CCN(C)CC3)CC2)s1	0	0	-1	-5	7	-15	-1.2	0.9
CCc1c(C)nc2cc(-c3cc(OC)cc(OC)c3)nn2c1N1CCN(CCN2CCOCC2)CC1	-11	9	-1	3	9	-200	-2.0	0.83
COC(=O)CCCNC(=O)CCc1nnc(-c2ccc(-c3ccccc3)cc2)o1	10	.	0	2	-3	25	-0.7	.
O=C(Oc1ccc([N+](=O)[O-])cc1)c1ccc2ccccc2n1	6	-17	7	1	5	23	-0.4	1
CCOc1ccc(NC(=O)CCNC(=O)c2ccc(Br)cc2)cc1	-2	2	-4	0	-3	0	-0.1	0.95
Cc1ccc(S(=O)(=O)N2CCn3cccc3C2C)cc1 (configuration not stated)	-1	9	-1	-20	7	-38	0.3	1.1
CC(=O)c1cc(-c2ccccc2)[nH]c1N1CCCC1	-13	-9	1	-30	-1	-12	-1.7	0.95
Cc1cccc(C)c1NC(=O)NC1(C(=O)N2CCCC2)CCCCC1	-6	-8	0	-1	-4	4	0.6	0.94
COc1cccc2c(Nc3ccccc3C)cc(C)nc12	-6	9	0	-6	-10	-40	15	1.1
O=C(N/N=C/c1ccccc1[N+](=O)[O-])C(=O)N1CCCC1	1	7	-2	-1	-9	5	-1.6	1.2
CC(=O)Nc1ccc(NC(=O)CNC(=O)c2sc3ccccc3c2Cl)cc1	-26	-16	-5	-2	-2	22	1.8	1.1
Cc1ccc(S(=O)(=O)N(C)C)cc1NC(=S)N(CCC#N)Cc1cccnc1	-12	-17	0	-2	4	5	-0.1	0.9
O=C(COc1ccc2ccccc2c1)N/N=C/c1ccccn1	-22	-5	0	-1	23	10	-1.4	1.4
C/C(=N/NC(=O)c1ccccn1)c1ccncc1	0	-5	-1	-2	3	13	-0.5	1.1
CC[C@]12C(=O)N(C)C[C@H]([C@@H]3C(=O)N(C)C(=O)[C@@H]31)N2C(=O)c1ccccc1	-4	.	-2	1	-9	2	0.6	.

Molecules shown so far containing a COOH group (2):
Structure	ATG4B inh	SENP6 block	NR3A LBD binder	SENP1 FRET inh	PfGluPho inh	SENP8 block	MPTP block	hIAP activ
O=C(O)CSCc1nc2cccnc2n1C1CCCCC1	3	10	-3	-5	-1	16	-0.3	1
Cc1ccc([C@@H]2CC=C(C(=O)O)[C@H](c3ccccc3)N2S(=O)(=O)c2ccccc2C)cc1	-5	-2	1	3	-15	9	2.1	1

Later entries.
Structure	ATG4B inh	SENP6 block	NR3A LBD binder	SENP1 FRET inh	PfGluPho inh	SENP8 block	MPTP block	hIAP activ
COCC(C)n1c(C)cc(C(=O)COC(=O)c2cnc(Cl)c(Cl)c2)c1C (configuration not stated)	-2	-4	2	0	0	-5	0.6	0.94
CC(Cc1ccccc1)NC(=O)c1ccc([N+](=O)[O-])cc1 (configuration not stated)	3	5	-2	0	-11	11	0.1	1.1
CCc1ccc(-c2nc(CN3CCC(C(=O)NCc4ccco4)CC3)c(C)o2)cc1	1	-4	0	.	-3	.	.	0.89
COc1ccc(Br)cc1-c1nc(C)c(C(C)=O)n1O	-1	-5	-1	-3	7	-25	-1.9	1.1
Cn1ccnc1SCC(=O)Nc1cccc(S(=O)(=O)N2CCCCC2)c1	-1	-26	-1	2	-11	10	-1.0	0.97
Cc1nnc(SCc2nnc(-c3ccccc3)o2)n(N)c1=O	-5	-18	1	-2	-8	17	-1.0	0.98
O=C(CCCSc1nc2ccccc2s1)NC1=NCCS1	-6	3	1	-9	7	4	1.1	0.98
Cc1cc(=O)[nH]c(CN2CCC(c3ccccc3)CC2)n1	-7	-12	-2	0	-1	-1	-1.5	1.1
C[N+](C)(C)C(Cc1ccccc1)C(=O)[O-] (configuration not stated)	-7	-5	1	-32	14	27	1.3	0.86
CC(C)CCNC(=O)C(=O)NCC1OCCCN1S(=O)(=O)c1cccs1 (configuration not stated)	-1	2	-1	2	-3	3	0.2	1.1
